Assay outcomes as filed in PubChem BioAssay.
SR-BI DiI-HDL act – activators of SR-BI mediated DiI-HDL uptake, primary screen, ldlA[mSR-BI] CHO cells, DiI fluorescence. 3 h; 100 = double the neutral-control signal. activation, % at 12.5 µM. 320,000 compounds, 0.096% hits. AID 504775, 2011;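 active means mean replicate activation of at least 60% and every replicate at or above 60%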;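 further: 0% = median plate neutral-control signal and 100% = twice that signal; values of inactives mirror those of a sister screen read the other way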
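Material – SR-BI-overexpressing, LDLR-lacking CHO cells · Medium – BSA-supplemented, HEPES-buffered Ham's F12, pH 7.4 · Doses – single concentration · Times – compound with DiI-HDL co-incubation, 3 h at 37 °C · Measured by – bottom-read fluorescence, 550/595 nm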
SR-BI HDL uptake – inhibitors of SR-BI mediated HDL lipid uptake, primary screen, ldlA[mSR-BI] cells, fluorescence, single point; ldlA[mSR-BI] CHO cells, DiI-HDL uptake fluorescence, 3 h; Scavenger receptor class B member 1 (Mus musculus), Q61009; AID 488896, 2010; 320,000 compounds, 0.96% hits; inhibition, % at 12.5 µM;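 active means mean replicate inhibition of at least 70% and a set share of replicates each scoring 70 or more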;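 further: 0% = median of neutral control wells and 100% = median of positive control wells; values of inactives mirror those of a sister screen read the other way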
Target sequence (Q61009 whole entry, looked up): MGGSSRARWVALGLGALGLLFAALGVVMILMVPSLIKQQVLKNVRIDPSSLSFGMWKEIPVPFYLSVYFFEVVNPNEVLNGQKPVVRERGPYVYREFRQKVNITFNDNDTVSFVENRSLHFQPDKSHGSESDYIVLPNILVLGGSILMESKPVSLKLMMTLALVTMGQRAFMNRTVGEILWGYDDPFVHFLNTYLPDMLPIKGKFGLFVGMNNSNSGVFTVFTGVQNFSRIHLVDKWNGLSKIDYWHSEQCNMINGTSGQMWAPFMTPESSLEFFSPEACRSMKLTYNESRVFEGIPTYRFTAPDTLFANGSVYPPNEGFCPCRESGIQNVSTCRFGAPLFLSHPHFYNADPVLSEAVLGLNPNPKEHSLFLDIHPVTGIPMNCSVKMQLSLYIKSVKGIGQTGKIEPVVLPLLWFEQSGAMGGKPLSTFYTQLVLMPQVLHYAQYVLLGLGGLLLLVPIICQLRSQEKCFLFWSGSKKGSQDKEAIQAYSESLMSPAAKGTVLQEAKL
CAL PDZ FP-1 – CAL PDZ peptide-binding inhibitors, primary screen, biochemical, fluorescence polarization, Cer-tagged CAL PDZ, HTS; Golgi-associated PDZ and coiled-coil motif-containing protein (Homo sapiens), Q9HD26; purified CAL PDZ, TMR-peptide fluorescence polarization, 1 h; inhibition, % at 20 µM; 330,000 compounds, 0.02% hits; AID 504414, 2011;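 active means highest replicate inhibition of at least 40%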;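 further: plate controls were DMSO neutral control wells for no effect and unlabeled competitor peptide control wells for full effect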
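System: tagged CAL PDZ domain. Schedule: 1 h room-temperature incubation prior to read. Signal: fluorescence polarization (mP). Measure: percent inhibition from loss of millipolarization.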
Rtt109 Vps75 – inhibitors of C. albicans Rtt109/Vps75 HAT, primary screen, biochemical, ThioGlo CoA-SH fluorescence, plate reader | 330,000 compounds, 0.16% hits | purified Rtt109/Vps75, 4 h | Histone acetyltransferase RTT109 (Candida albicans (strain SC5314 / ATCC MYA-2876)), … | inhibition, % at 34.9 µM;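 active means inhibition of at least 50% in every replicate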
Target sequence (Q5AAJ8 whole entry, looked up): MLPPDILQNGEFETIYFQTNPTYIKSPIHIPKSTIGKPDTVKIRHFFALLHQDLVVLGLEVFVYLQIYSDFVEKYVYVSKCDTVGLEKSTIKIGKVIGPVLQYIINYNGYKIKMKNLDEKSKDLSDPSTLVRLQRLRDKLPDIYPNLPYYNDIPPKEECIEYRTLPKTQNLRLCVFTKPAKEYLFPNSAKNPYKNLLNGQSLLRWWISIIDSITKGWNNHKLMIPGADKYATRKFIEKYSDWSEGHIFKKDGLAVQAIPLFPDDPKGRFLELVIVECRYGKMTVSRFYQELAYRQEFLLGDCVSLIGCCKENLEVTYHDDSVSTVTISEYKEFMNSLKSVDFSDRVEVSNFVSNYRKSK
MITF act – activators of MITF-driven TRPM1 promoter reporter, primary screen, cell-based, SK-MEL-5, luciferase, single point; activation, % at 12.5 µM; SK-MEL-5 TRPM1-promoter luciferase, 24 h; % of positive control, neutral wells = 0; 300,000 compounds, 0.75% hits;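 active means mean activation of at least 80% with every replicate also reaching 80%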;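 further: 0% = neutral control wells and 100% = parthenolide positive control wells; values of inactives mirror those of a sister screen read the other way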
CAL PDZ FP-2 – untagged CAL PDZ binding inhibitors, primary screen, biochemical, fluorescence polarization, HTS. 300,000 compounds, 0.92% hits. purified CAL PDZ, TMR-peptide fluorescence polarization, 1 h. Golgi-associated PDZ and coiled-coil motif-containing protein (Homo sapiens), Q9HD26. AID 602252, 2012. inhibition, % at 24.9 µM;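 active means mean inhibition of at least 30% with at least half of replicates also reaching 30%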;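 further: 0% = DMSO neutral control and 100% = excess unlabeled competitor peptide PRC23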
dFosB activator – activators of delta FosB homodimer, primary screen, biochemical, fluorescence polarization, TAMRA-CDK5 oligo, single point; Protein FosB (Mus musculus), P13346; purified delta FosB; percent of positive-control signal above neutral wells; activation, % at 25 µM; 340,000 compounds, 0.99% hits; AID 493131, 2011;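 active means mean activation above about 17%, with every replicate also reaching it, limit read from the data, passing the limit was not always enough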;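 further: fluorescence polarization rise as delta FosB binds a TAMRA Cdk5 AP-1 oligo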
PvdQ acylase – P. aeruginosa PvdQ acylase inhibitors, primary screen, biochemical, fluorescence, plate reader and imaging, single point; purified PvdQ acylase; inhibition, % at 10 µM; 340,000 compounds, 0.063% hits; in the data active means inhibition above about 30%, passing the limit was not always enough;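 further: 0% = vehicle neutral wells and 100% = reference inhibitor wells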
PfHsp90 yeast 2 – growth inhibition of PfHsp90-expressing yeast, primary screen, antimalarial PfHsp90 inhibitor project, S. cerevisiae, BacTiter-Glo luminescence, single point, set 2. BacTiter-Glo ATP, 48 h; yeast lacking PDR1 and PDR3 efflux regulators. inhibition, % at 9.4 µM. 310,000 compounds, 0.32% hits;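 active means every replicate shows inhibition above about 80%, whatever the replicate mean, limit read from the data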;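 further: 0% = DMSO neutral controls and 100% = 20 µM radicicol positive controls; yeast relying on Plasmodium falciparum Hsp90 in place of its own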
NSD2 HMT inh – NSD2 histone methyltransferase inhibitors, primary screen, biochemical, AlphaScreen, single concentration, set 2; Histone-lysine N-methyltransferase NSD2 (Homo sapiens), O96028; NSD2 peptide methylation, 120 min; inhibition, % at 12.5 µM; 310,000 compounds, 0.54% hits; AID 743445, 2014; in the data active means inhibition above about 50%
An asterisk follows results filed as active; . = not tested or not shown.

smiles | SR-BI DiI-HDL act | SR-BI HDL uptake | CAL PDZ FP-1 | Rtt109 Vps75 | MITF act | CAL PDZ FP-2 | dFosB activator | PvdQ acylase | PfHsp90 yeast 2 | NSD2 HMT inh
CN1C2C=C3C(C#N)=C(N)C(C#N)(C#N)[C@@H](c4cccs4)C3C1CC2 (some centres not stated) | 16 | -16 | -0.5 | 5 | -9 | . | 1 | -8 | 0 | 6
Cc1nn(-c2ccccc2)c(N)c1N=Nc1ccc2ccccc2c1 | -47 | 47 | -2.2 | . | 58 | -8 | -5 | 3 | -16 | 7
COc1ccc(C2=NOC(C(=O)NCCCN3CCOCC3)C2)cc1 (configuration not stated) | 15 | -15 | . | -6 | -1 | -2 | 2 | -10 | -13 | -2
CC(=O)c1ccc(NC(=O)CNc2cc(S(=O)(=O)N3CCOCC3)ccc2N2CCCC2)cc1 | 14 | -14 | -3.2 | 8 | -1 | -3 | -4 | -4 | -13 | -3
CCNc1nc(NCc2ccccc2)nc(Oc2ccc(=O)[nH]n2)n1 | . | . | -2.0 | -2 | -3 | -3 | -4 | -12 | -1 | -3
COC1CCCN(Cc2c(C(=O)N3CCN(C4CCCCC4)CC3)nc3ccccn23)C1 (configuration not stated) | . | -80 | -0.3 | -7 | 6 | . | -7 | -3 | 21 | 0
CCCCCC(=O)Nc1ccc(N2CCN(CC)CC2)c(Cl)c1 | 13 | -13 | 1.2 | -6 | 53 | . | -8 | -16 | 13 | -2
CC1CN(C(=O)C(C)N2CCN(c3ccccc3Cl)CC2)CC(C)O1 (configuration not stated) | 3 | -3 | -0.2 | -4 | 24 | 0 | 2 | -11 | 7 | 2
O=c1[nH][nH]c(-c2ccccc2)c1C=Nc1ccccc1Cl | 14 | -14 | 0.5 | -10 | -6 | 12 | -6 | -11 | 4 | -2
O=C(N1CCCCCC1)N1CCN(C(=O)N2CCOCC2)CC1 | -4 | 4 | 1.6 | -5 | -5 | -2 | 0 | 9 | -5 | -2
COc1cccc(/C=C/C(=O)N2CCN(S(=O)(=O)c3ccccc3)CC2)c1OC | -17 | 17 | -2.8 | 3 | 5 | -1 | -5 | -8 | -9 | -1
Cc1[nH]oc(=O)c1N=Nc1ccccc1 | 20 | -20 | -0.3 | 6 | -19 | -2 | -4 | -21 | -35 | -2
COC(=O)C1CCN(C(=O)COc2ccc(Cl)cc2)CC1 | -11 | 11 | -1.3 | 0 | . | -33 | 1 | -18 | . | -5
Cc1nn(-c2ccccc2)c(Cl)c1C(=O)N1CCN(c2ncnc3c2cnn3-c2ccccc2)CC1 | -7 | 7 | -2.0 | 0 | -50 | -3 | 0 | 2 | -11 | -2
Cc1ccc2c(c1)N(CC(=O)N1CCN(C3CCCCC3)CC1)C(=O)CO2 | 10 | -10 | -0.1 | 0 | 10 | . | -5 | -1 | -5 | -1
Cc1ccc(-c2nnc(-c3ccc(NC(=O)c4ccco4)cc3)o2)cc1 | -18 | 18 | -0.6 | 5 | 16 | 8 | -10 | 13 | 25 | 1
COc1ccccc1/C=C\C=N\n1c(-c2ccc(Cl)cc2Cl)n[nH]c1=S | 14 | -14 | -0.4 | 1 | -4 | -4 | -1 | -13 | 21 | 7
O=C(NC1CCCCC1)C(c1ccncc1)N(C(=O)c1csnn1)c1ccccc1F (configuration not stated) | -1 | 1 | -0.6 | 1 | -2 | -4 | 3 | -3 | 5 | -2
OCC1(Cc2ccc(Cl)cc2)CCN(Cc2ccc(F)c(F)c2)CC1 | -18 | 18 | -0.6 | 1 | 19 | 66* | -6 | -4 | -6 | 1
CC(=O)c1ccc(N2CCN(C(=O)Cc3n[nH]c(=O)c4ccccc34)CC2)cc1 | -42 | 42 | -1.5 | -4 | 1 | -6 | -6 | -4 | -9 | 1
N#Cc1c(Nc2ccccc2)c(/C=N/NCCO)c[nH]c1=O | 0 | 0 | -1.5 | -3 | -4 | -2 | 1 | 6 | -5 | 1
CC(c1ccccc1)N1C(=O)/C(=C/c2ccncc2)SC1=S (configuration not stated) | 23 | -23 | -0.7 | 0 | . | . | -5 | -5 | -12 | 2
Nc1ccc2[nH]ncc2c1 | 7 | 17 | 0.4 | 7 | -5 | -6 | -10 | 1 | 8 | .
CN1Cc2cc(C(=O)c3ccccc3O)cnc2NC1=O | -2 | 2 | -0.9 | -9 | -12 | -1 | 7 | -7 | . | 2
COc1ccc(CCn2c(Br)nc3c2c(=O)[nH]c(=O)n3C)cc1 | 9 | -9 | -1.2 | -3 | -16 | . | 9 | 7 | . | -8
CCOc1ccc(NC(=O)c2cc3ccccc3cc2O)cc1 | -20 | 20 | -0.6 | -1 | 71 | -4 | 4 | -2 | -6 | -1
CC(=O)Nc1ccc(S(=O)(=O)Nc2nnc(CC(C)(C)C)s2)cc1 | 46 | -46 | -0.5 | -16 | 4 | 3 | -1 | -11 | . | -2
O=Cc1ccc(OCc2cccc(C(F)(F)F)c2)cc1O | 1 | -1 | -2.1 | 11 | 0 | -5 | -8 | -16 | -26 | 0
N#Cc1ccc(NCCc2ccccn2)c([N+](=O)[O-])c1 | 11 | -11 | -0.6 | -3 | -25 | 6 | -8 | 2 | -6 | 0
COc1ccc(Nc2nc(Cl)nc(NCc3ccco3)n2)c(OC)c1 | -11 | 11 | . | -11 | -10 | 2 | 6 | -6 | -4 | -1
CCC(C)(C)NC(=O)C(c1cccn1C)N(C(=O)Cn1nnc2ccccc21)c1ccc(OC)cc1 (configuration not stated) | 26 | -26 | -0.9 | -3 | 3 | -2 | 15 | -18 | 7 | 2
COc1cc(CNC(=O)CCn2nc(C)c3c(C)n(-c4ccccc4)nc3c2=O)cc(OC)c1OC | -11 | 11 | -0.3 | -5 | 10 | 9 | -2 | -9 | -3 | 1
Cc1ccc(SCCOCCN2CCc3ccccc3C2)cc1 | 1 | -1 | -3.0 | 2 | 4 | 1 | 5 | 1 | . | 1
COc1ccc(/C=C/C=N/NC(=O)COc2ccc(OC)cc2)cc1 | 33 | -33 | 0.7 | -4 | 35 | -1 | -2 | -7 | -40 | -2
CC(C)CCN1CCN(C/C=C/c2ccco2)CC1CCO (configuration not stated) | 22 | -22 | -0.2 | 0 | 9 | 10 | -9 | -11 | -13 | 2
O=C1N(c2ccccc2)c2ccccc2C1(O)C(F)(F)F (configuration not stated) | -7 | 7 | -0.9 | 4 | -10 | -1 | 3 | 1 | 9 | -3
COc1ccc(/C(O)=C2/C(=O)C(=O)N(Cc3ccco3)C2c2cccs2)cc1 (configuration not stated) | 18 | -18 | -2.9 | -1 | -2 | -1 | 3 | -7 | -11 | 6
O=C(CNc1ccccc1)NN=C1CCCC1 | -12 | 12 | -2.3 | -1 | 6 | 0 | -1 | -6 | 19 | 0
Cc1ccc(C(=O)O/N=C(\N)c2ccc(Br)cc2)cc1C | 26 | -26 | -0.6 | 6 | 55 | -6 | -4 | -11 | -1 | 0
CCc1ccc(-c2cn3c(n2)SCC3)cc1 | -3 | 3 | -0.4 | -2 | 64 | 1 | -11 | -18 | 24 | 0
S=c1[nH]c2ccc(Cl)cc2s1 | 3 | -3 | -0.8 | 6 | -10 | -21 | 0 | -1 | -21 | -4
Cc1ccc(-c2nnn(CC(=O)N(c3ccccc3)C(C(=O)NC(C)(C)C)c3cccs3)n2)o1 (configuration not stated) | 24 | -24 | 0.8 | -8 | -9 | -4 | -3 | 11 | 12 | 8
CC1N(C)c2cc(NC(=O)c3cccs3)c(P(=O)(Nc3ccc([N+](=O)[O-])cc3)N3CCOCC3)cc2C1(C)C (configuration not stated) | -15 | 15 | -1.0 | 39 | -8 | -6 | -11 | 7 | 3 | -13
Cc1ccc(CONC(=O)c2cccc([N+](=O)[O-])c2)cc1 | -2 | 2 | -0.2 | -5 | 11 | 14 | 3 | -8 | 1 | 2
COc1ccc(-c2cc(C(=O)N3CCN(c4ccccc4)CC3)no2)cc1OC | -28 | 28 | . | -1 | . | -3 | 1 | -13 | . | .

Sorted by heavy-atom count (descending): some entries from above
smiles | SR-BI DiI-HDL act | SR-BI HDL uptake | CAL PDZ FP-1 | Rtt109 Vps75 | MITF act | CAL PDZ FP-2 | dFosB activator | PvdQ acylase | PfHsp90 yeast 2 | NSD2 HMT inh
CC1N(C)c2cc(NC(=O)c3cccs3)c(P(=O)(Nc3ccc([N+](=O)[O-])cc3)N3CCOCC3)cc2C1(C)C (configuration not stated) | -15 | 15 | -1.0 | 39 | -8 | -6 | -11 | 7 | 3 | -13
COc1ccc(-c2cc(C(=O)N3CCN(c4ccccc4)CC3)no2)cc1OC | -28 | 28 | . | -1 | . | -3 | 1 | -13 | . | .
Cc1ccc(C(=O)O/N=C(\N)c2ccc(Br)cc2)cc1C | 26 | -26 | -0.6 | 6 | 55 | -6 | -4 | -11 | -1 | 0
O=C(CNc1ccccc1)NN=C1CCCC1 | -12 | 12 | -2.3 | -1 | 6 | 0 | -1 | -6 | 19 | 0
CCc1ccc(-c2cn3c(n2)SCC3)cc1 | -3 | 3 | -0.4 | -2 | 64 | 1 | -11 | -18 | 24 | 0

Retrieved by structure from the entries so far:
smiles | SR-BI DiI-HDL act | SR-BI HDL uptake | CAL PDZ FP-1 | Rtt109 Vps75 | MITF act | CAL PDZ FP-2 | dFosB activator | PvdQ acylase | PfHsp90 yeast 2 | NSD2 HMT inh
CC1N(C)c2cc(NC(=O)c3cccs3)c(P(=O)(Nc3ccc([N+](=O)[O-])cc3)N3CCOCC3)cc2C1(C)C (configuration not stated) | -15 | 15 | -1.0 | 39 | -8 | -6 | -11 | 7 | 3 | -13
Cc1ccc(-c2nnn(CC(=O)N(c3ccccc3)C(C(=O)NC(C)(C)C)c3cccs3)n2)o1 (configuration not stated) | 24 | -24 | 0.8 | -8 | -9 | -4 | -3 | 11 | 12 | 8
COc1ccc(-c2cc(C(=O)N3CCN(c4ccccc4)CC3)no2)cc1OC | -28 | 28 | . | -1 | . | -3 | 1 | -13 | . | .
S=c1[nH]c2ccc(Cl)cc2s1 | 3 | -3 | -0.8 | 6 | -10 | -21 | 0 | -1 | -21 | -4
